Bioassay records: PubChem BioAssay, National Center for Advancing Translational Sciences (NCATS)
TSG101-PTAP inh – blocks PTAP/TSG101 interaction to inhibit HIV-1 budding. 340,000 tested, under 10 active. Q99816. Potency, µM (doses to about 115 µM), for the others: at the highest dose activity change, negative = inhibition, actives largely listed as inhibitors. Fluorescence polarization, FITC-PTAP peptide / Tsg101 binding; active = well fitted inhibition curve with a large enough effect in the main read-out, with a control signal flat, not every such curve was filed as active; inconclusive = small, poorly fitted or top-dose-only effect, or effect the other way, or a change in a side signal; inactive = no such curve, though single readings can be large or run the other way; note: potency is the fitted concentration of half-maximal effect; % of control where 0% means no effect
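Fluorescence anisotropy tracks displacement of a FITC-tagged PTAP peptide (50 nM) from the Tsg101 binding domain (10 uM), following a 20 min room-temperature incubation at pH 7.5.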
Chronic BCR inh – inhibitors of chronic active B-cell receptor signaling. 0.05% of 340,000 active. AID 493014. Potency, µM (top dose mostly 46.1 µM), for the others: at the highest dose ratio change, negative = lower green/red ratio, most hits filed as inhibitors. ABC-DLBCL IkBa-CBG/CBR reporter, luminescence ratio, 4 h; active = well fitted inhibition curve with a large enough effect in the signal ratio, with a control signal flat, not every such curve was filed as active; inconclusive = small, poorly fitted or top-dose-only effect, or effect the other way, or a change in a side signal; the % refers to the signal ratio;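 note: potency is the fitted concentration of half-maximal effect; plate controls were basal doxycycline-induced cells for no effect and cells given 10 µM MG132 for full effect; MG132 reads +100%, hits lower the ratio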
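TMD8 human ABC-DLBCL cells with doxycycline-inducible IκBα–green luciferase fusion and unfused red luciferase, in 0.5% FBS medium; compounds up to 46 uM, 4 h at 37C. Green/red luminescence ratio, filter-overlap corrected, fitted to concentration-response curves.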
TCR act – activators of T cell receptors; primary human leukocytes, anti-CD3, IL-2 HTRF, 48 h; Potency, µM (highest dose often 9.22 µM), for the others: at the highest dose activation of IL-2 secretion, actives largely listed as activators; 330,000 tested, under 10 active; note: % of control where 0% means no effect
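Compounds are tested in HTS on primary human leukocytes co-incubated with a-CD3 beads for 48 hr. IL-2 output is measured by time-resolved FRET.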
A-T KAP1 phos – potential ataxia-telangiectasia treatments restoring KAP-1 phosphorylation. 0.19% of 320,000 active. […] A-T fibroblasts, KAP-1 phosphorylation AlphaLISA; neocarzinostatin DNA damage 30 min before lysis. AID 485349. Potency, µM (series often up to 57.5 µM), without a hit: top-dose activation, most hits filed as activators; note: potency is the fitted concentration of half-maximal effect; % of control where 0% means no effect; nearly all actives have a fitted effect of over 45% in size
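ATM-like activity read as KAP-1 phosphorylation via AlphaLISA donor/acceptor antibody pairs after lysis and 6 hr at 25C. Cells were ATM-null patient fibroblasts ([…], hTERT), dosed 60 min, then exposed to the DSB inducer NCS for 30 min.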
Tb PFK block – T. brucei PFK enzyme inhibition. O15648. T. brucei PFK, ADP-Glo luminescence. Potency, µM (titrated, usually from 57.5 µM), for the others: at the top dose activity, negative = inhibition, usual class: inhibitors. 0.17% of 330,000 active. AID 485367;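 note: potency is the fitted concentration of half-maximal effect; 0% = uninhibited 1x PFK enzyme wells and -100% = no-enzyme wells; nearly all actives have a fitted effect of over 60% in size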
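Compounds were pin-transferred as a titration series up to 57 uM into substrate buffer (0.5 mM F6P, 0.1 mM ATP, pH 8.0), then 1.25 nM PFK was added and reactions ran 45 min before ADP-Glo detection.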
Mito fusion act – blocks mitochondrial division or promotes mitochondrial fusion. 0.23% of 320,000 active. S. cerevisiae fusion-defective mutant growth rescue, CellTiterGlo 48 h. Potency, µM (top dose mostly 46.1 µM), for inactives: top-dose growth rescue (activation), actives largely listed as activators. AID 485298;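 note: potency is the fitted concentration of half-maximal effect; % of control where 0% means no effect; nearly all actives have a fitted effect of over 45% in size; temperature-sensitive fusion mutants such as fzo1-1 at 37 °C on non-fermentable ethanol glycerol medium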
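S. cerevisiae fusion-defective temperature-sensitive mutants (e.g. fzo1-1, mgm1-5) grown 48 h at 37C in YPEG (ethanol/glycerol non-fermentable) medium with 23 nl compound per well; growth rescue read as CellTiterGlo luminescence.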
Eya2 inh – inhibitors of human Eya2 phosphatase activity; O00167; recombinant Eya2, OMFP fluorescence dephosphorylation (OMFP is methylfluorescein phosphate); Potency, µM (top dose mostly 76.9 µM), inactives show at the highest dose activity, negative = inhibition, actives largely listed as inhibitors; 0.006% of 330,000 active; note: potency is the fitted concentration of half-maximal effect; % is set by controls: 0 for no effect and ±100 for the full control effect
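Eya2 protein (added as 0.2 uM solution) was preincubated with compound for 10 min at ambient temperature in 50 mM HEPES pH 7.5, 50 mM NaCl, 5 uM MgCl2, 0.05% BSA, 1 mM DTT. OMFP (added at 50 uM) then reacted 10 min; fluorescence read at 485/525 nm.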
TSHR antag – human thyrotropin receptor antagonism. 0.2% of 330,000 active. activity change, negative = inhibition, % at 11.5 µM. P16473. TSHR-expressing cells, TSH-stimulated cAMP HTRF, 2 h; hits give low values;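 active = activity change below a set negative limit, meaning inhibition stronger than a set level, cut at about -70% in these data; inconclusive = activity change between two set negative limits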; note: % is set by controls: 0 for no effect and ±100 for the full control effect
Target sequence (P16473 whole entry, looked up): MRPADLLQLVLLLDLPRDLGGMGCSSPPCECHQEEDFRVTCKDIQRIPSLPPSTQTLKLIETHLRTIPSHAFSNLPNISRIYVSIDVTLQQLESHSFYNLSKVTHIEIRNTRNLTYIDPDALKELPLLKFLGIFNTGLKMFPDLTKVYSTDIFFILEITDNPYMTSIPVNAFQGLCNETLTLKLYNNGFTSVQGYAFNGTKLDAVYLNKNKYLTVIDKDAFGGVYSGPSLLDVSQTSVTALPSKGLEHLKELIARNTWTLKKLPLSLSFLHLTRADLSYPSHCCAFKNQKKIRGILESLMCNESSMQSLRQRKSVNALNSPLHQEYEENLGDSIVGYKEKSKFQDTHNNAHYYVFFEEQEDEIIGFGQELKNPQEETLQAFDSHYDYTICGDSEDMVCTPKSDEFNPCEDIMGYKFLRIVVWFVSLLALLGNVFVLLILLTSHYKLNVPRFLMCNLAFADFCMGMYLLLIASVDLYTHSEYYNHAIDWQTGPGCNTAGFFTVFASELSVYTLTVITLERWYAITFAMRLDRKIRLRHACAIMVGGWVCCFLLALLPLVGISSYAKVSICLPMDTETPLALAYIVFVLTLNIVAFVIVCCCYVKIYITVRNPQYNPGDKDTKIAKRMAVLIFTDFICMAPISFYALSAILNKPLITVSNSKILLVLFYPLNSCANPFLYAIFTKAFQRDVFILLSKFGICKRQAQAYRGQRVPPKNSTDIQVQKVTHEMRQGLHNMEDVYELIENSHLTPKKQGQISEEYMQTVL
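TSHR-expressing cells were treated with compounds, then stimulated with TSH at EC80 (4nM final) for 2 hours at 37 deg C. Cellular cAMP was measured by HTRF competition between lysate cAMP and cAMP-d2 for a cryptate-labelled anti-cAMP antibody.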
a7 integrin act – integrin-mediated muscular dystrophy alleviation activation; Potency, µM (titrated, usually from 38.3 µM), inactives show at the highest dose activation, most hits filed as activators; AID 624291; 0.064% of 350,000 active; alpha7betagal myoblasts, beta-gal FDG fluorescence, 48 h;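 note: potency is the fitted concentration of half-maximal effect; 100% = response of the positive control SU9516; nearly all actives have a fitted effect of over 60% in size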
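alpha7betagal+/- myoblasts (passage 13, 250/well) treated 48 h at 37C with compounds at 1:260 dilution of DMSO stock. Lysed, then beta-galactosidase activity read as FDG fluorescence (ex 480/em 540) after 30 min, with pre-read for autofluorescence.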
ASM inhibitor – human S-ASM enzyme inhibition | P17405 | 0.006% of 340,000 active | Potency, µM (doses to about 57.5 µM), without a hit: top-dose activity change, negative = inhibition, usual class: inhibitors | placental ASM, HMU-PC fluorogenic substrate, 60 min; note: potency is the fitted concentration of half-maximal effect
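Fluorogenic HMU-PC substrate (9 uM final) is turned over by placental ASM in 60 min at 37 C after a 10 min compound preincubation. Reaction ended by alkaline stop (pH 10), with fluorescence read at 386/447 nm.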
ELG1 repair inh – blocks ELG1-dependent DNA repair in HEK293T cells; AID 504467; Potency, µM (highest dose often 46.1 µM), without a hit: top-dose activity change, negative = inhibition, actives largely listed as inhibitors; HEK293T ELG1-luciferase reporter, luminescence, 16 h; DNA damage induced by 5-fluorouridine; 2.3% of 330,000 active; note: potency is the fitted concentration of half-maximal effect; % is set by controls: 0 for no effect and ±100 for the full control effect; nearly all actives have a fitted effect of over 55% in size
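Step one: seed 2,000 cells per well. Step two: pin-transfer compound or DMSO alongside 5-fluorouridine. Step three: incubate 16 hr, 37 °C, 5% CO2. Step four: add ONE-Glo, wait 30 min, read luminescence.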
* hit, by the source's call; ? = inconclusive; . = not tested or not shown; [ ] = dose if it differs, or a comment. Unless noted, calls come from the whole dose curve; as a rule, active = well fitted curve in the direction sought with a large enough effect; inconclusive = small, poorly fitted or top-dose-only effect, or another doubt; inactive = no such curve, though single readings can be large; an effect the other way counts as inactive or inconclusive.

Fields – TSG101-PTAP inh | Chronic BCR inh | TCR act | A-T KAP1 phos | Tb PFK block | Mito fusion act | Eya2 inh | TSHR antag | a7 integrin act | ASM inhibitor | ELG1 repair inh
CCOC(=O)c1oc2ccccc2c1COC(=O)C(C)NC(=O)c1ccco1 (stereo not drawn)
    0% | 0% | -1% | 20% | -4% | 23% | 7% | 21 | 3% | -7% | 12%
Cc1c(C(=O)NC2CCCCC2)sc2ncnc(N3CCN(c4ccccc4)CC3)c12
    -9% | ? | -7% | 8% | 0% | 4% | 2% | -1 | 5% | -15% | 12%
O=C(/C=C/Nc1ccc(F)c(F)c1)c1cccs1
    -1% | ? | 0%[46.1 µM] | -2% | -6% | -1% | -6% | 15 | 19% | 60%[activator] | ?
CC(=O)c1ccc(NC(=O)c2ccc(S(=O)(=O)N3CCCC3)cc2)cc1
    -1% | 7% | 12% | -2% | 2% | -4% | -10% | -5 | 15% | -2% | -6%
Cc1ccc(C)c(Nc2ncnc3nc[nH]c23)c1
    -6% | ? | 0% | -1% | -2% | 1% | -11% | -3 | 12% | 0% | 11%
COC(=O)c1c(C)nc(C)c(C(=O)OC)c1-c1ccc(OC)cc1
    -6% | ? | 5% | -2% | 2% | -4% | ? | 0 | -16% | 5% | -12%
CN(C)CCN(Cc1cccs1)S(=O)(=O)c1csc(C(N)=O)c1
    -4% | 6% | 8% | 2% | -1% | -3% | 1% | 6 | ? | -1% | ?
CC(=O)c1ccc(N2CCN(C(=O)Nc3ccc(F)cc3F)CC2)cc1
    -3% | 4% | -2% | -2% | -4% | ? | 5% | -7 | -17% | -1% | 0%
CCOC(=O)C1CCCN(S(=O)(=O)CCNC(=O)c2ccccc2)C1 (stereo not drawn)
    -2% | 1% | -1% | -4% | -9% | 0% | 5% | . | 3% | 3% | -1%
O=C(NCCCN1CCCC1=O)c1cccc(C(F)(F)F)c1
    -5% | 0% | 19% | -12% | -4% | 3% | 4% | -4 | 17% | 0% | 22%
COC(=O)c1ccccc1NC(=O)C(=O)NCC1CCCO1 (stereo not drawn)
    -2% | ? | 11%[46.1 µM] | 5% | 4% | 0% | -9% | 9 | -2% | 0% | ?
CN(C)Cc1c(C#N)c2ccccc2n1C
    -2% | 0% | -1% | 3% | 0% | -17% | 20% | 1 | 3% | 1% | -1%
CCCn1c(=O)c(C(=O)NNC(=O)c2cccc([N+](=O)[O-])c2)c(O)c2ccccc21
    -1% | ? | 6% | -3% | -5% | 1% | -5% | 6 | 12% | -4% | -5%
CCC(C)NC(=O)Cn1cc2c(n1)CCC(C)C2 (stereo not drawn)
    -6% | ? | -5% | 15% | -5% | -6% | -3% | 6 | -7% | 4% | 13%
COc1cccc2sc(NNC(=O)C3=COCCO3)nc12
    -1% | ? | . | 1% | 3% | 1% | -2% | -2 | -19% | -4% | ?
O=C(c1cnn(C(=O)c2cccc(S(=O)(=O)N3CCOCC3)c2)c1)c1cc(Cl)cc(Cl)c1O
    -6% | 2% | 12% | -4% | -1% | 4% | -5% | 2 | 6% | -1% | 7%
Nc1cc(N)nc(SCC(=O)NCc2ccco2)n1
    -4% | 1% | -2% | -1% | 1% | 2% | ? | 10 | 27% | 5% | 19%
COc1ccc(/C=C/C(=O)Oc2cccc(/C=N/NC(=O)c3cccc(F)c3)c2)cc1
    -3% | ? | 2% | -4% | -1% | -2% | -3% | -13 | -8% | -5% | ?
COc1cccc(C(c2c(N)[nH]c(=S)[nH]c2=O)c2c(N)[nH]c(=S)[nH]c2=O)c1
    -1% | 0% | 0% | -1% | -6% | 4% | -3% | 13 | 4% | 4% | -12%
O=C(CCl)N1CCN(CC(=O)N2CCCC2)CC1
    -4% | 0% | -23% | 9% | -10% | -11% | 5% | 2 | -24% | 2% | ?

Pulled by compound from the entries so far (2):
Fields – TSG101-PTAP inh | Chronic BCR inh | TCR act | A-T KAP1 phos | Tb PFK block | Mito fusion act | Eya2 inh | TSHR antag | a7 integrin act | ASM inhibitor | ELG1 repair inh
CCC(C)NC(=O)Cn1cc2c(n1)CCC(C)C2 (stereo not drawn)
    -6% | ? | -5% | 15% | -5% | -6% | -3% | 6 | -7% | 4% | 13%
CCCn1c(=O)c(C(=O)NNC(=O)c2cccc([N+](=O)[O-])c2)c(O)c2ccccc21
    -1% | ? | 6% | -3% | -5% | 1% | -5% | 6 | 12% | -4% | -5%

Further structures follow:
SMILES | TSG101-PTAP inh | Chronic BCR inh | TCR act | A-T KAP1 phos | Tb PFK block | Mito fusion act | Eya2 inh | TSHR antag | a7 integrin act | ASM inhibitor | ELG1 repair inh
O=S(=O)(NC1CCCC1)c1ccc(-n2cnnn2)cc1 | 1% | 3% | -2% | -10% | -5% | -1% | 4% | -18 | 23% | 0% | 8%
COc1cccc(CNS(=O)(=O)c2cc3c4c(c2)CCC(=O)N4CCC3)c1 | -7% | 9% | -6% | . | -8% | 2% | ? | 25 | 23% | 5% | ?
NS(=O)(=O)c1ccc(CCNC(=O)C2Cc3ccccc3CN2C(=O)c2ccco2)cc1 (stereo not drawn) | -9% | -26% | . | 9% | -4% | -1% | 14% | 4 | 13% | -1% | 2%
COc1ccc2oc(C(=O)OCC(=O)N3CCCC(C)C3)c(C)c2c1 (stereo not drawn) | -1% | ? | -12% | 4% | -11% | 26% | -17% | 12 | 10% | . | 8%
CC(C)(C)NC(=O)NC(=O)Cn1cc(C(F)(F)F)ccc1=O | -6% | 5% | . | 6% | 2% | -1% | -3%[15.4 µM] | 10 | -1% | -1% | 3%
Cn1nccc1C(=O)OCC(=O)Nc1ccccc1Cl | -4% | -15% | 1% | -4% | -3% | 1% | -6% | 0 | 33% | -1% | ?
CCOC(=O)C1CCN(S(=O)(=O)c2cccc(-c3cn4cc(Cl)ccc4n3)c2)CC1 | 0% | 13% | 2% | 4% | 2% | 2% | 9% | -9 | -47%[inhibitor] | -5% | ?
Cn1c(=NC(=O)C2CC2)sc2cccc(F)c21 | -8% | -16% | 3% | 3% | -1% | 2% | -2% | 2 | -10% | -4% | ?
CCc1ccc(N(C(=O)c2snc(C(N)=O)c2N)C(C(=O)NCC2CCCO2)c2cccs2)cc1 (stereo not drawn) | -10% | -2% | 10% | -1% | -1% | 15% | 7% | 18 | 9% | 225%[activator] | ?
CC1CCc2c(sc(N)c2C(=O)OC(C)C)C1 (stereo not drawn) | -3% | ? | 4% | 3% | -6% | 4% | 4% | -1 | -33% | -7% | 3%
Cn1ncc(Br)c1C(=O)Nc1c(F)c(F)cc(F)c1F | -6% | 0% | -1%[46.1 µM] | . | 0% | 3% | -3% | 2 | 36% | 5% | ?
CCCc1nnc(NC(=O)CN2C(=O)C3C4C=CC(C4)C3C2=O)s1 (stereo not drawn) | -3% | 0% | -4% | 1% | -5% | 0% | 8% | -11 | 15% | 1% | 7%
CCOc1ccc(NC(=O)CSc2nccn2Cc2ccco2)cc1 | -1% | -6% | -4% | 6% | -1% | -11% | 0% | 1 | -21% | -4% | ?
Cc1cc(C(F)(F)F)nn1CC(=O)Nc1ccc2c(c1)OCO2 | -4% | 3% | 3% | 11% | -8% | 1% | 5% | -12 | -17% | 3% | -17%
